From PubChem
HADH2 inh: qHTS Assay for Inhibitors of HADH2 (Hydroxyacyl-Coenzyme A Dehydrogenase, Type II); recombinant HADH2, NADH fluorescence, beta-hydroxybutyryl-CoA; AID 886, 2007; 3-hydroxyacyl-CoA dehydrogenase type-2 (Homo sapiens), Q99714; Potency, µM (titrated, usually from 57.1 µM), for inactives: at the top dose activity change, negative = inhibition, usual class: inhibitors; hit rate 3.4% among 73,000; note: potency is the fitted concentration of half-maximal effect; % is set by controls: 0 for no effect and ±100 for the full control effect; nearly all actives have a fitted effect of over 60% in size; many of its hits are not listed in these tables
Target sequence (Q99714 whole entry, looked up, one chain of several): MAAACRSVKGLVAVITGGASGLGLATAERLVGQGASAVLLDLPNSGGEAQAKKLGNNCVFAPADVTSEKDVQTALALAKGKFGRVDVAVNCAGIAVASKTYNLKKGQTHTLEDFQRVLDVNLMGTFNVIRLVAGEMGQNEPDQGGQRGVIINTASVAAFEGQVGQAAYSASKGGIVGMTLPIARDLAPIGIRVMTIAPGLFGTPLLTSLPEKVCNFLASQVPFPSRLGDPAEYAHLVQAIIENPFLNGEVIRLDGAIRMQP
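NADH fluorescence (ex 360/em 450 nm) read every 30 s for 4 min; activity taken as last-minus-first time point difference. Enzyme 20 nM, NAD+ 1 mM, beta-hydroxybutyryl-CoA 90 uM, pH 9.0 Tris buffer.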
Ub-GFP proteasome: Ubiquitin-GFP Assay; AID 526, 2006; 67,000 tested, under 10 active; Ubiquitin-GFP reporter cells, proteasome inhibition, GFP fluorescence; response scale: untreated = 0%, 10 µM MG-132 = 100%; Potency, µM (doses to about 45.9 µM), without a hit: top-dose activation (GFP accumulation), most hits filed as activators; active = well fitted activation curve with a large enough effect, not every such curve was filed as active; inconclusive = small, poorly fitted or top-dose-only effect, or another doubt; inactive = no such curve, though single readings can be large or run the other way; note: potency is the fitted concentration of half-maximal effect
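GFP accumulation read-out: laser plate cytometry counting ubiquitin(G76V)-GFP-expressing U2OS cells after 4 hr compound exposure at 37 °C. Titrations spanned 46 uM to 2.9 nM; 0% = basal, 100% = 10 uM MG-132; concentration-response curves fitted.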
Pol III holo inh: qHTS Assay for Inhibitors of DNA Polymerase III Holoenzyme System | hit rate 0.25% among 71,000 | reconstituted DNA polymerase III holoenzyme replication, biochemical | Potency, µM (series often up to 57.1 µM), without a hit: at the top dose activity change, negative = inhibition | AID 603, 2007; note: potency is the fitted concentration of half-maximal effect; % is set by controls: 0 for no effect and ±100 for the full control effect
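Reconstituted *E. coli* holoenzyme (0.35 nM Pol III, 1 nM beta, 154 nM SSB, 2 nM primase) was preincubated with compound for 15 min at RT. Synthesis on 1.4 nM ssM13Gori ran 35 min, then was stopped with PicoGreen/EDTA and read as dsDNA fluorescence.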
15-hLO inh: qHTS Assay for Inhibitors of 15-hLO (15-human lipoxygenase) | purified 15hLO-1, xylenol orange hydroperoxide absorbance | hit rate 1.4% among 74,000 | Polyunsaturated fatty acid lipoxygenase ALOX15 (Homo sapiens), P16050 | Potency, µM (highest dose often 57.1 µM), for inactives: at the top dose activity change, negative = inhibition, actives largely listed as inhibitors; note: potency is the fitted concentration of half-maximal effect; % is set by controls: 0 for no effect and ±100 for the full control effect; nearly all actives have a fitted effect of over 55% in size
Target sequence (P16050 whole entry, looked up): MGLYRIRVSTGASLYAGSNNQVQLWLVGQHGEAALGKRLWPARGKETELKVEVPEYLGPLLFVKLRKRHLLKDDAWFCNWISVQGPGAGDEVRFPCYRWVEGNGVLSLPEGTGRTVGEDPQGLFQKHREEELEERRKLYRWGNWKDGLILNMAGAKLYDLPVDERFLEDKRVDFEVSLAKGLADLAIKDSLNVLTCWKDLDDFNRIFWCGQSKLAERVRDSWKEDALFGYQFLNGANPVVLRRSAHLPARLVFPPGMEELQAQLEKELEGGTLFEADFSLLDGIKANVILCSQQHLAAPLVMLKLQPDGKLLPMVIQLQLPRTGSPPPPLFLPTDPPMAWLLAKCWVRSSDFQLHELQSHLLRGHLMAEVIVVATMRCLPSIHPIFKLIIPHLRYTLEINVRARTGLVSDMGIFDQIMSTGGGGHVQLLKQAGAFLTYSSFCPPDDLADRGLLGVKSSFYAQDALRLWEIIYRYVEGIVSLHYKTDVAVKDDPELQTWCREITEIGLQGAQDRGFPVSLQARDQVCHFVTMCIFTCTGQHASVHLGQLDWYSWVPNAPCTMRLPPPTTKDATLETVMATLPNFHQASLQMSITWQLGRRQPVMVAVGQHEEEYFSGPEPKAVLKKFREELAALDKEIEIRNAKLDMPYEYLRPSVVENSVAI
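Compounds were preincubated 15 min at room temperature with 40 nM purified human enzyme (25 mM Hepes pH 7.5, 0.01% Triton X-100); 50 uM arachidonic acid reacted 6 min. Fe-xylenol orange detection, 30 min, absorbance ratio 573/405 nm.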
Epigenetic mod: qHTS Assay for Epigenetic Modulators; Potency, µM (doses to about 46.1 µM), for inactives: at the highest dose GFP derepression (activation); hit rate 0.09% among 68,000; mouse C127i GFP locus derepression, cytometry, 30 h; note: % of control where 0% means no effect
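Read-out is the number of GFP-positive cells, scored as fluorescent objects 20 to 120 um wide, reflecting derepression of a silenced CMV-GFP reporter in murine C127i cells after 30 h compound exposure at 37 C.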
HBB splicing: qHTS Assay for Modulators of Hemoglobin Beta Chain Splicing. AID 925, 2007. HBB splicing reporter cell assay, activation; EGFP reporter with mutant IVS2-654 intron; response scale: normalised to 500 nM splice-correcting PNA. Potency, µM (series often up to 46.1 µM), for the others: at the highest dose activation, usual class: activators. hit rate 0.06% among 65,000; note: potency is the fitted concentration of half-maximal effect; 0% is about no effect
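Compounds were applied for 2 days to HeLa EGFP-654 cells, 500/well in Optimem with 2% FCS. The reporter's EGFP is disrupted by mis-splicing of beta-globin intron IVS2-654. Readout: summed well GFP fluorescence from 488 nm laser scanning; reference was 500 nM antisense […] 654 PNA.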
Hsp90 Hop PPI: qHTS Assay for Disrupters of an Hsp90 Co-Chaperone Interaction. AlphaScreen TPR2A-His6 binding biotin-Hsp90 C-terminal peptide. hit rate 0.44% among 71,000. Potency, µM (doses to about 57 µM), for the others: at the top dose activity change, negative = inhibition. AID 595, 2007; active = well fitted curve in either direction with a large enough effect; inconclusive = small, poorly fitted or top-dose-only effect, or another doubt; note: potency is the fitted concentration of half-maximal effect; % is set by controls: 0 for no effect and ±100 for the full control effect; many of its hits are not listed in these tables
Texas Red fluor: qHTS Assay for Spectroscopic Profiling in Texas Red Spectral Region. Compound fluorescence, Texas Red channel, 547/618 nm; stronger effect = higher value. max dye-equivalent concentration, M. hit rate 0.06% among 59,000. AID 587, 2007; in the data active = max dye-equivalent concentration above about 10 nM; inconclusive = between about 1.1 nM and that limit
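Dye-equivalent concentrations come from scaling compound signal (ex 547, em 618 nm) to six Texas Red standard concentrations run on every plate, after 15 min room-temperature incubation in pH 8.0 Tris (100 mM).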
Fluorescein fluor: qHTS Assay for Spectroscopic Profiling in Fluorescein Spectral Region; Compound autofluorescence, 480/540 nm, fluorescein-equivalent; stronger effect = higher value; max fluorescein-equivalent concentration, M; hit rate 0.91% among 59,000; AID 593, 2007; in the data active = max fluorescein-equivalent concentration above about 10 nM; inconclusive = between about 1.1 nM and that limit
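Read-out is intrinsic compound fluorescence at 480/540 nm (excitation/emission), expressed as dye-equivalent concentration using a fluorescein standard series run on every plate. Compounds sat 15 min at room temperature in 100 mM Tris, pH 8.0.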
Rhodamine fluor: qHTS Assay for Spectroscopic Profiling in Rhodamine Spectral Region. hit rate 0.05% among 59,000. Rhodamine-region fluorescence, 547/598 nm, Tris buffer; stronger effect = higher value. max dye-equivalent concentration, M; in the data active = max dye-equivalent concentration above about 11 nM; inconclusive = between about 1.1 nM and that limit
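Compounds in 100 mM Tris buffer, pH 8.0, were incubated 15 min at room temperature, then read at 547 nm excitation and 598 nm emission. Fluorescence was normalized against a per-plate six-point rhodamine standard curve as dye-equivalent concentration.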
4-MU autofl: qHTS Assay for Spectroscopic Profiling in 4-MU Spectral Region; hit rate 11% among 59,000; AID 589, 2007; max dye-equivalent concentration, M; compound autofluorescence, 340/450 nm, 4-MU equivalents; stronger effect = higher value; in the data active = max dye-equivalent concentration above about 10 nM; inconclusive = mostly about 1.1 nM to 9.6 nM
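Compounds in 100 mM Tris, pH 8.0, sat 15 min at room temperature before fluorescence was read at 340 nm excitation/450 nm emission; a per-plate six-point 4-MU standard curve converted signals to dye-equivalent concentration at each compound concentration.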
* hit, by the source's call; i = inactive; ? = inconclusive; . = no result given; [ ] = dose if it differs, or a comment. Unless noted, calls come from the whole dose curve; as a rule, active = well fitted curve in the direction sought with a large enough effect; inconclusive = small, poorly fitted or top-dose-only effect, or another doubt; inactive = no such curve, though single readings can be large; an effect the other way counts as inactive or inconclusive.

SMILES | HADH2 inh | Ub-GFP proteasome | Pol III holo inh | 15-hLO inh | Epigenetic mod | HBB splicing | Hsp90 Hop PPI | Texas Red fluor | Fluorescein fluor | Rhodamine fluor | 4-MU autofl
COc1cccc(Nc2ncc3ncc(=O)n(CCc4ccccc4)c3n2)c1 | 13% | 6% | 0% | ? | -3%[9.22 µM] | 1.1% | -2% | i | i | i | i
C[C@H](N)C(=O)O | 9% | 3% | 1% | -23%[25.6 µM] | -1% | . | 4% | . | . | . | .
CCOc1ccccc1NC(=O)CSc1nnnn1-c1ccc(C(=O)OC)cc1 | 12% | 7% | -8% | -2% | 3% | . | 4% | i | i | i | i
Cc1c(C(=O)Nc2ccncc2)oc2c1C(=O)CC(C)(C)C2 | -7% | 1% | -8% | -9% | 0% | -2.1% | 0% | i | i | i | i
CCSC1=C(C#N)C(c2cccc(OC)c2)CC(=O)N1 (stereo unspecified) | -8% | 0% | -6% | 2% | -1% | 0.0%[57.5 µM] | -2% | i | i | i | i
Cc1nc2ccccc2c(=O)n1NCc1cccs1 | 1% | -5% | -7% | 9% | -1% | -4.6% | 4% | i | i | i | i
CSc1cccc(-n2c(C)cc(C(N)=O)c2C)c1 | -15% | -4% | 3% | ? | -3% | -0.1%[57.5 µM] | -8% | i | ? | i | i
CCOc1ccc(CCNC(=O)C2CCN(c3nn4c(=O)cc(C)nc4s3)CC2)cc1OCC | 2% | 3% | 0% | 5% | -2% | 0.3% | -3% | i | i | i | i
CC1CCN(S(=O)(=O)N2CCC(C(=O)NCc3cccs3)CC2)CC1 | 20% | 7% | -5% | 1% | 0% | -3.5%[57.5 µM] | -2% | i | i | i | 1.4e-08M*
CCCS(=O)(=O)c1c(S(=O)(=O)CCC)c2cnccn2c1C(=O)c1ccc(F)cc1 | 3% | -6% | 1% | -3% | 1% | . | -4% | ? | i | i | i
CC(=O)c1cccc(NC(=O)C2CCCN2S(=O)(=O)c2cccc3cccnc23)c1 (stereo unspecified) | -3% | 11% | 3% | 0% | 6% | 0.2% | -7% | . | . | . | .
COc1cc(NC(=O)CSc2nccc(C)n2)c(C(=O)O)cc1OC | -20% | 7% | 1% | 5% | -3% | . | 1% | ? | i | i | i
FC(F)(F)c1cc(CN2CC3(CCNCC3)C2)cc(C(F)(F)F)c1 | 8% | -6% | -4% | 3% | 3%[9.22 µM] | 1.2% | -2% | i | ? | i | i
O=C(CN1C(=O)COc2ccccc21)Nc1ccc2c(c1)OCCO2 | 7% | 1% | -2% | -2% | 0% | . | 0% | ? | i | i | i
CC1CN(c2c3c(nc4ncnn24)CCCC3)CC(C)O1 (stereo unspecified) | 2% | -2% | -4% | 21% | 0% | -2.6% | -8% | i | ? | i | i
CCC(=O)N1CCc2cc(S(=O)(=O)NCCC(=O)Nc3ccccc3C)ccc21 | 3% | 0% | -2% | -1% | 1% | -0.6% | -1% | i | i | i | i
COCCN(C(=O)CNC(=O)c1cccs1)C(C(=O)NC1CCCCC1)c1ccco1 (stereo unspecified) | 6% | 4% | 4% | 24% | -1% | 2.7% | -2% | ? | ? | i | i
CC(=O)c1cccc(NC(=O)CN(c2ccccc2)S(C)(=O)=O)c1 | 4% | 0% | -6% | 10% | 1% | 0.3%[57.5 µM] | -1% | ? | i | i | i
CC(=O)N1CCC(N(CCCOC(C)C)C(=O)Nc2ccc(Cl)cc2)CC1 | 4% | -5% | -2% | -3% | -2% | -0.3% | 2% | . | . | . | .
CC1CCCN(C(=O)COC(=O)c2n[nH]c3ccccc23)C1 (stereo unspecified) | -4% | . | -3% | -3% | 0% | -0.4%[0.369 µM] | -3% | ? | i | i | i
Nc1nnnn1/N=C/c1ccccc1C(F)(F)F | ? | 3% | -5% | -6% | 2% | -1.9%[0.369 µM] | 1% | ? | i | i | ?
CC1CCCC(C)N1C(=O)Cn1c(SCC(=O)NCc2ccc3c(c2)OCO3)nc2ccccc21 (stereo unspecified) | 1% | 0% | -4% | 3% | -4% | 4.0% | -4% | ? | i | i | i
COc1ccc(-n2nnnc2-c2cccnc2)cc1 | -3% | -1% | -9% | 9% | 6% | . | -3% | i | i | i | i
CCn1c(=O)c(C(=O)NCCNCCO)c(O)c2ccccc21 | -1% | -6% | -1% | ? | 0% | . | 47% | i | i | i | i
CCOC(=O)N1CCN(S(=O)(=O)c2cccc3nsnc23)CC1 | -3% | 7% | 2% | 7% | 0% | 0.2% | 2% | i | i | i | i
COc1ccc(CCn2c(N3CCN(Cc4ccccc4)CC3)nc3c2c(=O)[nH]c(=O)n3C)cc1 | 3% | -3% | -2% | -16% | -3% | 2.1% | -4% | ? | ? | i | i
CCOc1ccc(NC(=O)C2CCCN(S(=O)(=O)c3c(C)n[nH]c3C)C2)cc1 (stereo unspecified) | -1% | 2% | -6% | -4% | . | -1.4% | 0%[2.3 µM] | . | . | . | .
N#Cc1ccccc1NC(=O)c1ccccc1OCC(=O)Nc1ccc2c(c1)oc1ccccc12 | 11% | 3% | -4% | 4% | -2% | -1.0% | -1% | ? | ? | i | i
CC(=O)c1ccc(N2CCN(C(=O)C3(S(=O)(=O)c4ccc(Cl)cc4)CC3)CC2)cc1 | -9% | 2% | 2% | -6% | 6% | -0.6% | -1% | i | i | i | i
CCCCc1c(O)nc(SCC(=O)c2ccccc2)[nH]c1=O | -9% | 2% | 7% | 4% | 0% | -0.7%[57.5 µM] | -4% | i | i | i | ?
Cc1cccc(Cn2c(N(C)Cc3ccccc3)nc3c2c(=O)[nH]c(=O)n3C)c1 | 5% | 9% | -4% | -11% | . | -0.3% | -4% | . | . | . | .
Cc1ccc(-n2c(=O)cc(NCc3cccnc3)[nH]c2=O)cc1 | -2% | -8% | 0% | 4% | 0% | 2.6% | -6% | i | i | i | i
O=C1c2ccccc2C(=O)N1Cc1nc2ccccc2c(=O)n1CCCN1CCOCC1 | -5% | -1% | -1% | 5% | 3% | -0.1% | -10% | ? | i | i | i
Cc1cccc(N(CC(=O)N2CCCC2)S(=O)(=O)c2ccccc2)c1C | 5%[11.4 µM] | -9%[9.17 µM] | 12%[11.4 µM] | -1%[11.4 µM] | -2% | 0.4%[0.0738 µM] | -6%[11 µM] | . | . | . | .
Nc1cc(C(=O)N2CCCC2)cc(C(=O)N2CCCC2)c1 | 0% | 0% | -10% | 3% | 0% | -0.4% | -4% | i | i | i | i
COc1cccc(C(=O)OCc2ccccc2C#N)c1O | 2% | 3% | 10% | 1% | 3% | -0.5%[57.5 µM] | 5% | i | ? | i | i
Cc1sc(NC(=O)c2ccccc2)c(C(=O)N2CCN(C)CC2)c1C | 3% | -2% | -9% | -2% | 13% | 1.0% | -12% | ? | i | i | i
CCNC(=O)NC(=O)C(C)SCc1ccccc1C (stereo unspecified) | -5% | -2% | 1% | 3% | 3% | -0.2%[57.5 µM] | 1% | i | ? | i | i
COc1ccccc1NC(=O)NCC(=O)Nc1ccc(F)c(F)c1 | 0% | -1% | -5% | -2% | -2% | -0.1%[57.5 µM] | -5% | i | i | i | i
O=C(Nc1ccc(Cl)cc1)c1cc2nc(-c3ccco3)cc(C(F)(F)F)n2n1 | 23% | 1% | -5% | -8% | ? | . | 1% | i | i | i | 3.2e-08M*
O=C(O)C1C2C=CC3(CN(Cc4ccccn4)C(=O)C13)O2 (stereo unspecified) | 10% | 0% | -5% | 18% | 3% | 0.0%[57.5 µM] | -1% | ? | i | i | i
O=S(=O)(c1cccc2nsnc12)N1CCc2ccccc2C1 | -3% | . | 2% | -4% | -2% | -0.2%[0.369 µM] | -7% | i | i | i | i

Records listed so far shown as hits in 4-MU autofl:
| structure | HADH2 inh | Ub-GFP proteasome | Pol III holo inh | 15-hLO inh | Epigenetic mod | Hsp90 Hop PPI | Texas Red fluor | Fluorescein fluor | 4-MU autofl |
| --- | --- | --- | --- | --- | --- | --- | --- | --- | --- |
| CC1CCN(S(=O)(=O)N2CCC(C(=O)NCc3cccs3)CC2)CC1 | 20% | 7% | -5% | 1% | 0% | -2% | i | i | 1.4e-08M* |
| O=C(Nc1ccc(Cl)cc1)c1cc2nc(-c3ccco3)cc(C(F)(F)F)n2n1 | 23% | 1% | -5% | -8% | ? | 1% | i | i | 3.2e-08M* |

The list is partial, so the mix of outcomes need not match the whole.
